Kir21 inh: inhibitors of mouse Kir2.1 inward-rectifier potassium channel | HEK293-Kir2.1, FluxOR thallium flux fluorescence; stronger effect = lower value | Inward rectifier potassium channel 2 (Mus musculus), P35561 | AID 1672, 2009 | 0.85% of 310,000 active | B-score at 10 µM;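 active means fluorescence ratio B-score at or below minus 3 SD of library scores, with starting-brightness B-score within 2 SD, cut at about -4.2 in these data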;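 further: channel flux triggered by added potassium and thallium sulfate stimulus; B-score of peak minus minimum fluorescence over baseline after thallium stimulus; more negative B-score means stronger Kir2.1 block with less thallium influx; some compounds called inactive have numbers as strong as hits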
Target sequence (P35561 whole entry, looked up): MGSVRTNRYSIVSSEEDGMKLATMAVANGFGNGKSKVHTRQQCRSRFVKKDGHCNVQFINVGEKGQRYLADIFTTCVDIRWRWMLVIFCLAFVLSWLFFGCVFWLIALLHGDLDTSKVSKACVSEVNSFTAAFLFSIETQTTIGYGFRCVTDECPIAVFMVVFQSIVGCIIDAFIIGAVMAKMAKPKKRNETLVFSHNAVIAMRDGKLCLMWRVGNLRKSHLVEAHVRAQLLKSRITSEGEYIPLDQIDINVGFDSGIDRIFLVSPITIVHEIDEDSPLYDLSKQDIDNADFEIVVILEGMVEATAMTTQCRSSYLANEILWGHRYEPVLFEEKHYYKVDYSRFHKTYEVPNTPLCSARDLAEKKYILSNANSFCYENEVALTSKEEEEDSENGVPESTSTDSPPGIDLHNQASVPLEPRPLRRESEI
STK33 inh: inhibitors of purified STK33 kinase, primary screen, biochemical, ADP-Glo luminescence, homogeneous, cell-free; MBP phosphorylation; inhibition, % at 10 µM; Serine/threonine-protein kinase 33 (Homo sapiens), Q9BYT3; 0.073% of 320,000 active; AID 2661, 2010;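 active means inhibition at or above 25%, using the most active replicate where run in duplicate; inactive means inhibition below 25%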
Target sequence (Q9BYT3 whole entry, looked up): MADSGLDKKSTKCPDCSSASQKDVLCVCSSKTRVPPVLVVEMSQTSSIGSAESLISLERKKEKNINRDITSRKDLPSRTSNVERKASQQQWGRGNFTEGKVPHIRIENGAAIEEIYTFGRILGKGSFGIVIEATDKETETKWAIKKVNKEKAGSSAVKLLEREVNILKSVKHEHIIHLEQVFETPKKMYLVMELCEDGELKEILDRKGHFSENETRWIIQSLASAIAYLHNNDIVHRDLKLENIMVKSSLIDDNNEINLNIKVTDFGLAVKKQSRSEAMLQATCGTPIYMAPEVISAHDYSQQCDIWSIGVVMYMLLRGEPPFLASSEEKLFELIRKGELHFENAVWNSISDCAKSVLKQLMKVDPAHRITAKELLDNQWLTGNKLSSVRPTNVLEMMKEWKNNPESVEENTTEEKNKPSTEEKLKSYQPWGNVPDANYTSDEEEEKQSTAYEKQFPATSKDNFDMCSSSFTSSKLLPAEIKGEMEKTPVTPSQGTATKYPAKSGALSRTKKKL
An asterisk follows results filed as active; x = no result given.

Kir21 inh | STK33 inh | Molecule
0.68 | 0.0 | O=C(O)c1nn(CCOc2ccc(Br)cc2)c(=O)c2ccccc12
-0.28 | -0.4 | COc1ccc(C(=O)N/N=C/c2ccc(OC)c(COc3ccc(F)cc3F)c2)cc1
0.74 | -0.9 | CCn1c(=O)c2ccccc2n(CC(=O)NCCC2=CCCCC2)c1=O
-0.08 | 0.4 | O=[N+]([O-])c1ccc(COc2ccc(CNc3ccccc3)cc2)cc1
2.84 | -0.7 | COc1ccc(/C=N/NC(=O)CC(=O)NCc2cccnc2)c(OC)c1
-0.16 | -1.5 | CCc1cc(-c2n[nH]c(C)c2-c2nc3ccccc3n2C)c(O)cc1O
1.75 | -2.9 | Cc1ccc(OCC(=O)N2CC(C)OC(C)C2)c([N+](=O)[O-])n1 (stereo not given)
0 | -0.2 | CCC(C)Sc1cccc(-c2nc3ccc(C)cn3c2NCc2ccccc2)c1 (stereo not given)
-2 | 6.2 | CCC(=O)OCCNc1cc(Sc2nccn2C)c2nonc2c1[N+](=O)[O-]
-0.13 | -2.3 | Cc1cc(C)nc(NC2=NCC(=O)N2CCc2c[nH]c3ccccc23)n1
-10.5* | 0.6 | CC(Cc1ccc(O)c(O)c1)C(C)Cc1ccc(O)c(O)c1 (stereo not given)
-0.04 | x | COc1cccc(C(=O)N2CCN(c3ccc(N4CCOCC4)nn3)CC2)c1
1 | -1.0 | O=C(COc1coc(CN2CCN(c3ccccc3)CC2)cc1=O)NCC1CCCO1 (stereo not given)
0.28 | -1.0 | C=CCn1c(C)cc(C(=O)CSc2nnc(-c3cccc(S(=O)(=O)N(CC)CC)c3)o2)c1C
-1.65 | 0.9 | CCN1CCN(CCNC(=O)c2ccc3nc(-c4cccc(C)c4)c(-c4cccc(C)c4)nc3c2)CC1
-0.14 | 1.4 | CCN(CC)S(=O)(=O)c1ccc2c(c1)nc(CCC(=O)Nc1cccc(C(F)(F)F)c1)n2CC
1.43 | 0.3 | CCOC(=O)N1CCN(C(=O)CN2C(=O)COc3ccc(C)cc32)CC1
-2.47 | 4.2 | COC(=O)c1sccc1NC(=O)Nc1ccccc1C
1.62 | -0.3 | Cc1ccc(NC(=O)C2CCCN(S(=O)(=O)c3c(C)noc3C)C2)cc1 (stereo not given)
0.4 | -0.6 | O=C(O)c1cccc(Nc2ccc3nonc3c2[N+](=O)[O-])c1
-1.48 | -2.6 | CCSc1nnc(NC(=O)CSc2nnc(C)c(=O)n2N)s1
0.21 | 3.7 | CSc1nc2[nH]ncc2c(=O)[nH]1
-0.1 | 0.2 | Cc1ccc(-n2c(C)nc3c(cnn3-c3ccc(F)cc3)c2=O)cc1C
-0.37 | -1.0 | O=C(O)CSc1nccc2ccccc12
1.77 | 1.9 | CSc1nc(O)c(N=Nc2ccc(F)cc2F)c(=O)[nH]1
x | -0.1 | Cc1ccc(NC(=O)COC(=O)CC2CC3CCC2C3)cc1S(=O)(=O)N1CCOCC1 (stereo not given)
-3.28 | -1.9 | COc1cccc(C(O)c2nc3ccccc3n2C(C)C)c1 (stereo not given)
-0.66 | -0.9 | Cc1[nH]c2c(C)cccc2c1CCNC(=O)C1CCCCC1C(=O)OCC(F)(F)F (stereo not given)
-0.63 | 0.3 | Cc1cc2c(cc(C(=O)OCC(=O)NCc3cccs3)n2C(C)C)o1
-0.07 | x | O=C(NCC(=O)N1CCN(c2ccccc2F)CC1)c1ccco1
-0.56 | 0.3 | CCOc1cc(C(=O)N2CCC(CC3CC(c4ccc(Cl)cc4)=NO3)(C(=O)NCC3CCCCC3)CC2)cc(OCC)c1OCC (stereo not given)
-0.21 | -1.1 | Cc1cc(OC(C)C(=O)NC(Cc2c[nH]c3ccc(O)cc23)C(=O)O)c2c(C)c(C)c(=O)oc2c1 (stereo not given)
1.87 | -0.4 | Brc1ccc(CSc2nnc(-c3cnccn3)n2Cc2ccco2)cc1
-1.37 | -2.2 | COc1ccc(-c2noc(N3CCC(C(=O)NCc4ccc(Cl)cc4)CC3)n2)cc1
-0.19 | x | COc1ccccc1CNC(=O)c1ccc(OC(F)F)c(OC)c1
-2.22 | -1.4 | Cc1cc(C)c(-c2csc(Cc3nc(-c4cc5ccccc5oc4=O)cs3)n2)cc1C
x | 0.4 | CC(=O)Nc1ccc(C(=O)CN2C(=O)NC3(CCCCCC3)C2=O)c(F)c1
1.72 | -0.9 | CC1=C(C(=O)N2CCOCC2)C(c2ccc(O)cc2)NC(=S)N1 (stereo not given)
-0.14 | -0.7 | O=P(Cc1ccccc1O)(c1ccccc1)c1ccccc1
0.87 | -2.7 | CCCCn1c(N)c(N(CC(C)C)C(=O)c2cccc(S(=O)(=O)N3CCCCCC3)c2)c(=O)[nH]c1=O
-1.05 | -0.7 | COc1ccc(C(=O)N/C=C/n2cnc3cc(C(F)(F)F)ccc32)cc1
x | -0.4 | O=C(OCC(=O)N1CCC(Cc2ccccc2)CC1)c1ccccc1O
0.04 | -0.1 | Clc1ccc(-c2nc3cc(CN4CCCCC4)ccc3o2)cc1
-0.88 | -0.9 | Cc1cnc(C(=O)OCC(=O)Nc2cc(Cl)cc(Cl)c2)cn1
-0.38 | 0.6 | COn1c(SCc2cccc(Cl)c2)nc2ccccc2c1=O
-0.68 | -1.2 | S=C(N/N=C/c1ccccc1Cl)Nc1cccc(Cl)c1Cl
2.55 | -1.0 | O=C(CN1CCOCC1)OCCCc1ccccc1
-1.44 | -0.2 | COc1cccc(C2CC(c3cccc(C)c3)n3ncnc3N2)c1 (stereo not given)
0.51 | 7.5 | Cc1ccc2c(CC(=O)N(C)c3c(N)n(Cc4ccccc4)c(=O)[nH]c3=O)coc2c1
x | -0.8 | CCC(C(=O)N1CCN(S(=O)(=O)c2sc(C(=O)O)c(C)c2C(=O)O)CC1)c1ccccc1 (stereo not given)

Later entries:
Kir21 inh | STK33 inh | Molecule
0.18 | -1.3 | Cc1nn(C(C)C(=O)NCCCN2CCCCC2C)c(=O)c2c1sc1ccccc12 (stereo not given)
-1.17 | -1.0 | COc1ccc(COC(=O)C2=C(C)NC(=O)NC2c2ccccc2OC(C)C)cc1 (stereo not given)
0.16 | 2.6 | COc1ccc(NC(=S)Nc2ccc3nccnc3c2)cc1
x | -0.5 | CC(C)(OC(=O)c1ccc(C#N)cc1)c1cc2ccccc2c(=O)o1
-0.91 | -0.4 | CCCN(c1ccc(C(C)C)cc1)S(=O)(=O)c1c(C)noc1C
0.77 | -0.8 | CCCC(=O)Nc1c(C(=O)OCC)[nH]c2ccccc12
0.82 | x | COc1ccc(-n2c(SC)nc3sc4c(c3c2=O)CCN(C)C4)cc1
0.96 | -0.3 | O=C(CSc1ncn[nH]1)N/N=C/c1ccc(F)cc1
0.37 | 0.4 | CCOc1cccc(CN2CCCC(C(=O)c3cccc(C(F)(F)F)c3)C2)c1O (stereo not given)
-0.08 | 1.7 | CC1(C)CN(c2cccc(-c3ccnc4ncnn34)c2)C1=O
-0.06 | -0.1 | NC(=O)c1ccc(NC(=O)COC(=O)C2(c3cccc(F)c3)CCCC2)cc1
x | 0.1 | Cc1c(Br)c(O)c(Br)c2sc(=O)oc12
-1.62 | 0.4 | CC(=O)c1c(N2CCCCC2)nc(=O)n(-c2ccccc2)c1C
0.69 | -1.2 | O=C(CCCn1c(=O)[nH]c2cc(Cl)ccc2c1=O)NCCCN1CCN(c2ccc(F)cc2)CC1
1.84 | -0.1 | CC(=O)N/C(=C/c1ccccc1)C(=O)NCCO
0.27 | -0.6 | C/C(N)=C(/C#N)C(=O)CSc1nc2ccccc2c(=O)n1-c1ccccc1C
-0.73 | 1.5 | CC(C)C(=O)OC/C(O)=C(\C#N)c1nc2ccccc2[nH]1
-1.66 | -0.3 | CCC(=O)Nc1nnc(S(=O)(=O)N(C)c2ccccc2)s1
0.3 | -0.7 | COc1ccc(-c2c(C(F)(F)F)nn(C)c2NC(=O)c2ccco2)cc1
1.03 | -0.9 | O=C(Nc1ccc(S(=O)(=O)NC2=NCCCCC2)cc1)c1cc(S(=O)(=O)N2CCOCC2)ccc1F

Records above marked active in Kir21 inh:
Kir21 inh | STK33 inh | Molecule
-10.5* | 0.6 | CC(Cc1ccc(O)c(O)c1)C(C)Cc1ccc(O)c(O)c1 (stereo not given)

Returning to the listing, repeating the 4 entries before the break.
Kir21 inh | STK33 inh | Molecule
-0.73 | 1.5 | CC(C)C(=O)OC/C(O)=C(\C#N)c1nc2ccccc2[nH]1
-1.66 | -0.3 | CCC(=O)Nc1nnc(S(=O)(=O)N(C)c2ccccc2)s1
0.3 | -0.7 | COc1ccc(-c2c(C(F)(F)F)nn(C)c2NC(=O)c2ccco2)cc1
1.03 | -0.9 | O=C(Nc1ccc(S(=O)(=O)NC2=NCCCCC2)cc1)c1cc(S(=O)(=O)N2CCOCC2)ccc1F
0.48 | -0.7 | Cc1cc(=O)oc2cc(OCC#N)ccc12
3.09 | -0.3 | COC(=O)c1ccccc1S(=O)(=O)N(Cc1ccco1)Cc1cc2cc(OC)ccc2[nH]c1=O
0.5 | -0.9 | COC(=O)Cc1ccc(NC(=O)c2ccc(NC(=O)c3ccco3)cc2)cc1
1.09 | -0.5 | O=S1(=O)C=CC(Nc2cccc(Cl)c2)C1 (stereo not given)
-0.57 | 1.2 | COc1cccc(-n2c(SCC(=O)NC3CCCCC3)nc3n[nH]c(C)c3c2=N)c1
2.25 | -0.3 | O=S(=O)(NCc1ccccc1)NCc1ccccc1
0.63 | -0.6 | CCn1c(COc2ccccc2C)nnc1SCC(=O)Nc1cc(C)on1
-0.02 | x | CC1CCCC(C)N1C(=O)CSc1nnnn1C1CCCC1 (stereo not given)
1.78 | 0.4 | CCc1nnc(NC(=O)CSc2ccc(-c3ccc(F)cc3)nn2)s1
-1.04 | -2.2 | Cc1ccc(C)c(Nc2ncnc(N)c2[N+](=O)[O-])c1

The last four compounds of the part before are carried over, then new ones follow.
Kir21 inh | STK33 inh | Molecule
0.63 | -0.6 | CCn1c(COc2ccccc2C)nnc1SCC(=O)Nc1cc(C)on1
-0.02 | x | CC1CCCC(C)N1C(=O)CSc1nnnn1C1CCCC1 (stereo not given)
1.78 | 0.4 | CCc1nnc(NC(=O)CSc2ccc(-c3ccc(F)cc3)nn2)s1
-1.04 | -2.2 | Cc1ccc(C)c(Nc2ncnc(N)c2[N+](=O)[O-])c1
-0.18 | 0.7 | O=S(=O)(Cc1ccccc1)c1cnc2ccccc2n1
x | -1.0 | CN(CC(=O)NCCc1ccc(S(N)(=O)=O)cc1)CC(=O)Nc1ccccc1C(F)(F)F
-0.38 | 0.6 | CSc1ccc(-c2nc(CSCC(=O)NCCCN3CCOCC3)c(C)o2)cc1
-0.23 | 0.1 | COc1ccc(C2CC(c3cc(Br)ccc3F)n3nnnc3N2)cc1 (stereo not given)
0.2 | -1.2 | S=c1[nH]nc(COc2cccc(Cl)c2)n1Cc1ccccc1
0.53 | -0.3 | O=C(C1=NN[C@@H]2C(=O)N(c3cccc(F)c3)C(=O)[C@H]12)c1ccc2ccccc2n1
0.31 | -1.5 | Cc1cc[n+]2n1CC(O)C2 (stereo not given)
-3.35 | -0.4 | c1ccc(-c2ncc(CSc3nncn3-c3ccccc3)s2)cc1
x | 0.4 | CC(C)c1cccc(C2=CC(=O)C[C@H](c3ccc(F)cc3)C2)c1
0.03 | -1.0 | Cc1cc(C)c(NC(=O)CN2C(=O)NC3(CCCc4ccccc43)C2=O)c(Cl)c1 (stereo not given)
0.38 | -3.1 | CSc1nn2c(C(F)(F)F)cc(C(F)(F)F)nc2c1C(=O)O
-0.01 | -0.8 | Cc1cc(-c2nnc3n2N=C(c2ccc(-c4ccccc4)cc2)CS3)n[nH]1
-0.6 | -1.0 | Cc1ccc(-c2nnn(CC(=O)N(CCCO)C(C(=O)NC3CCCC3)c3ccc(Cl)cc3)n2)o1 (stereo not given)
-1.03 | 3.1 | Nc1ncnc2nc(SCC(=O)Nc3ccccc3F)[nH]c12
0.06 | 0.1 | Cc1ccc(-c2nnn(CC(=O)NCc3ccccc3)n2)c(-n2cnnn2)c1
-1.18 | 6.8 | Cc1ccc(OCC(=O)N/N=C/C=C/c2ccco2)cc1
-0.39 | -0.9 | CCC(=O)N(CCN1CCOCC1)Cc1cc2cc3c(cc2nc1Cl)OCO3
0.01 | -0.2 | CCn1c(COc2cccc(C)c2C)nnc1SCC(=O)N1CCN(c2ccc(OC)cc2)CC1
0.92 | -1.0 | COC(=O)c1cccc(-n2c(C)cc(C=O)c2C)c1C
0.21 | -0.7 | CCc1ccc(C2=NN(S(C)(=O)=O)C(c3cccs3)C2)cc1 (stereo not given)
0.06 | -0.3 | O=C(CN1C(=O)CCC1=O)NCC12CC3CC(CC(C3)C1)C2
-1.96 | 0.1 | COc1ccc(CN2CCCC(N3CCN(c4ccc(OC)cc4)CC3)C2)cc1 (stereo not given)
-0.81 | -2.6 | CCOc1ccc(C(=O)N2CCN(c3ccccc3)CC2)cc1OCC
-1.26 | 0.3 | CCOc1ccc(NC(=O)CSc2nc(=O)n(CCCN3CCOCC3)c3c2CCC3)cc1
1.29 | -2.0 | COc1ccc(N(CC(=O)Nc2cccc(C)c2C)S(=O)(=O)c2c(C)[nH]c(=O)[nH]c2=O)cc1
-1.13 | -2.0 | Cn1c(CSc2nc3ccccc3n2C)nc2ccccc21
2.21 | -0.5 | Nc1ccccc1Sc1c[nH]c2ccccc12
0.15 | -0.2 | Cc1c(Cl)cccc1NC(=O)CNc1cccc(S(=O)(=O)N(C)C)c1
1.23 | -3.0 | COc1cccc(C2Nc3ccccc3NC3=C2C(=O)CC(C)(C)C3)c1 (stereo not given)
1.45 | 1.9 | Cc1cccc(NC(=O)c2ccc3c(c2)OCCO3)n1
2.57 | 0.1 | O=C(c1ccc(F)cc1)C1CCN(S(=O)(=O)c2ccccc2)CC1
0.09 | -1.2 | ONc1cccnc1-n1nc(C(F)(F)F)cc1C(F)(F)F

Assay outcomes (PubChem BioAssay)
